# From PubChem
# TcdB GH inh = TcdB glycohydrolase inhibition; TcdB glycohydrolase enzymatic assay, plate reader; inhibition, % at 9.99 µM; 0.24% of 350,000 active; P18177; in the data active = inhibition above about 10%
# Target sequence (P18177 whole entry, looked up): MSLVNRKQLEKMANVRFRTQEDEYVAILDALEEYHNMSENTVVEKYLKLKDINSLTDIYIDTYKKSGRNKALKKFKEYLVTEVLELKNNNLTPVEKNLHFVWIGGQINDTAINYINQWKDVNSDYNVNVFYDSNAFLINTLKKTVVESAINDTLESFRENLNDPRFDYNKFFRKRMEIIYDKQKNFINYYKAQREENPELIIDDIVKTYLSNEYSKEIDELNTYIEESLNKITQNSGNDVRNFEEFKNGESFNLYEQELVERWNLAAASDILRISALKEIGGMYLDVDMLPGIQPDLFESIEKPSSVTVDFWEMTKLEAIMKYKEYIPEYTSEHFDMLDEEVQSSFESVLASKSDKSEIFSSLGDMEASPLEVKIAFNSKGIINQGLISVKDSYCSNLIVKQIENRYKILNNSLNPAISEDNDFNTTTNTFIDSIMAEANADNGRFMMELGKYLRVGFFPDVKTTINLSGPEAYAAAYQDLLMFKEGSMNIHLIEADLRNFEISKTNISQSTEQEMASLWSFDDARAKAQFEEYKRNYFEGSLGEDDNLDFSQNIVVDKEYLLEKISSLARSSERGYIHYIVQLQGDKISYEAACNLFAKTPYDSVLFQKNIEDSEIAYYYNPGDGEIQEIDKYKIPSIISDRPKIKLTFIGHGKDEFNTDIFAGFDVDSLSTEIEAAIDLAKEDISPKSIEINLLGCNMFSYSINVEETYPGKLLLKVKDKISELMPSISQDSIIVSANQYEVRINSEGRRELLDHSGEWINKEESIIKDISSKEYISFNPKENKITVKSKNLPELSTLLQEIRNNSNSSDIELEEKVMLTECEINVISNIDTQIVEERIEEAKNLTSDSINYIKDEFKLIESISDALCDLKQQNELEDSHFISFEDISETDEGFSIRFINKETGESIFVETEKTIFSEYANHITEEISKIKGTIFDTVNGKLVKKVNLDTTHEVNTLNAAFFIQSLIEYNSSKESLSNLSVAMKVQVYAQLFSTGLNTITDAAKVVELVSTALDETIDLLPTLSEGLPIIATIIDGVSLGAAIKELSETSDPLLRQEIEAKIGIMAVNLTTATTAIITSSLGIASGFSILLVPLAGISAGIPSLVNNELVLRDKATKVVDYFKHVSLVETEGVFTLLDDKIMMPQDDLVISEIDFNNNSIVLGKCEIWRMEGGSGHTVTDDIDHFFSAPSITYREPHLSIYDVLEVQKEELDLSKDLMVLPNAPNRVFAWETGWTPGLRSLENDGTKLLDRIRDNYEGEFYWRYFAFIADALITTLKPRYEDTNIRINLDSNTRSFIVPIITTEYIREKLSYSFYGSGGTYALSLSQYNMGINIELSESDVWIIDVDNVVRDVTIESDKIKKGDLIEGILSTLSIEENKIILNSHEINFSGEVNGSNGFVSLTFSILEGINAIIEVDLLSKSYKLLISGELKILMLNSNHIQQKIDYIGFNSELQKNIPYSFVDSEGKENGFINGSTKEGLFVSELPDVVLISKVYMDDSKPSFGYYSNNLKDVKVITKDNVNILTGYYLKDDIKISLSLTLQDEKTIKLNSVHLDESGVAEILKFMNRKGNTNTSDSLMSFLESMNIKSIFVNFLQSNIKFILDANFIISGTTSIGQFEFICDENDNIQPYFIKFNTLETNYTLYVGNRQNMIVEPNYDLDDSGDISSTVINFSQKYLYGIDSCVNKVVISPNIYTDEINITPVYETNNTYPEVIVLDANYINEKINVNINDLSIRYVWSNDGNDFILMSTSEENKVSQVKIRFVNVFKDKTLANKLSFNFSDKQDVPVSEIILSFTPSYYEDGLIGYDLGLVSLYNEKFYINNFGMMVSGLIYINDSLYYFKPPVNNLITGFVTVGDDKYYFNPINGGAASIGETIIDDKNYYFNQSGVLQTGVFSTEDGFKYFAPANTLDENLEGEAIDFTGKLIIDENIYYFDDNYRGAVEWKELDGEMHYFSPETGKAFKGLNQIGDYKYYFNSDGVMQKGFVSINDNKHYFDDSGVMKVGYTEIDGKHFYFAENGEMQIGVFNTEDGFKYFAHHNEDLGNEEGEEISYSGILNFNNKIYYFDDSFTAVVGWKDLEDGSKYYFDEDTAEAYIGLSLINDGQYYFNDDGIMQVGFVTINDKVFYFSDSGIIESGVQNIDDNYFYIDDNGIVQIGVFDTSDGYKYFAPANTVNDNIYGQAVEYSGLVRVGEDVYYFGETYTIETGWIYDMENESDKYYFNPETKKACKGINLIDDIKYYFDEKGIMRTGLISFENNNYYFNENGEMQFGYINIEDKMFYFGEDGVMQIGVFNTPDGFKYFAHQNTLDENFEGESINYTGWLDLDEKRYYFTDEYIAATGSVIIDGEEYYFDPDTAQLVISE
# Active calls of the source: *. A portion of the library (hit frequency here may not be typical).
SMILES,TcdB GH inh
O=C(C[C@@H]1CC[C@H]2[C@@H](COC[C@H](O)CN2Cc2ccc(Oc3ccccc3)cc2)O1)N1CCOCC1,0.6
CCS(=O)(=O)Nc1ccc2c(c1)C(=O)N(C)[C@H]1CC[C@@H](CC(=O)NCc3ccccc3F)O[C@H]1CO2,-0.1
C[C@@H]1CCCCO[C@@H](CN(C)S(=O)(=O)c2ccccc2)[C@H](C)CN([C@@H](C)CO)C(=O)c2cc(NS(=O)(=O)c3ccccc3)ccc2O1,0.8
COCC(=O)N1C[C@H](C)[C@H](OC)CN(C)C(=O)c2cc(NC(=O)c3ccc(OC)cc3)ccc2OC[C@H]1C,0.9
CC(C)NC(=O)N(C)C[C@@H]1Oc2ccc(NC(=O)Nc3ccc(F)cc3)cc2CC(=O)N([C@@H](C)CO)C[C@H]1C,-1.0
C[C@@H]1CN([C@@H](C)CO)C(=O)Cc2cc(NC(=O)Cn3cnnn3)ccc2O[C@H]1CN(C)Cc1ccc(Oc2ccccc2)cc1,-0.1
C[C@@H]1CN([C@H](C)CO)C(=O)Cc2cc(NC(=O)CCN3CCOCC3)ccc2O[C@H]1CN(C)Cc1ccccc1,-9.3
C[C@@H]1CN([C@H](C)CO)C(=O)c2cccc(NC(=O)Nc3ccc4c(c3)OCO4)c2O[C@@H]1CN(C)C(=O)Nc1cccc2ccccc12,0.6
CNC[C@H]1Oc2c(NS(=O)(=O)c3ccc(Cl)cc3)cccc2C(=O)N([C@@H](C)CO)C[C@H]1C,0.5
C[C@@H]1CN([C@H](C)CO)C(=O)Cc2cc(NC(=O)CCCCCC(=O)Nc3ccccc3N)ccc2O[C@@H]1CN(C)Cc1ccc(Oc2ccccc2)cc1,-0.6
O=S(=O)(N[C@@H]1CC[C@@H](CCn2cc(-c3cccnc3)nn2)O[C@@H]1CO)c1ccc(Cl)cc1,1.0
Cc1ccc(CN2CC(=O)N3[C@H](C2)[C@H](c2ccc(Br)cc2)[C@@H]3CO)cc1,0.8
Cc1noc(C)c1S(=O)(=O)N(C)C[C@H]1OCCCC[C@@H](C)Oc2ccc(NS(C)(=O)=O)cc2C(=O)N([C@@H](C)CO)C[C@@H]1C,-5.3
CN1CCCCN2[C@H](C1)[C@@H](c1ccc(-c3cccnc3)cc1)[C@@H]2CO,0.5
CC(=O)NC[C@H]1[C@@H](c2ccc(C3=CCCCC3)cc2)[C@@H](CO)N1C(=O)C1CCC1,-0.4
O=C(C[C@@H]1CC[C@@H]2[C@H](COC[C@@H](O)CN2C(=O)c2ccncc2)O1)NC1Cc2ccccc2C1,0.6
COc1ccc2c3c([nH]c2c1)[C@H](CO)N(Cc1ccncc1)CC31CCN(CC2CCOCC2)CC1,-1.6
COC(=O)[C@H]1[C@H](CO)[C@H]2Cn3c(ccc(-c4ccncc4)c3=O)[C@H]2N1Cc1ccccc1F,0.8
C[C@@H]1CN([C@@H](C)CO)C(=O)c2cc(C#CC3CC3)cnc2O[C@@H]1CN(C)C(=O)Cc1ccccn1,-1.3
O=C(C[C@@H]1C=C[C@H](NC(=O)CN2CCOCC2)[C@H](CO)O1)NCc1cccc(F)c1,-0.3
COC(=O)[C@@H]1[C@@H](CO)[C@@H]2Cn3c(cccc3=O)[C@@H]2N1C(=O)C1CCCCC1,-0.2
CCc1sc(N2[C@@H](C#N)[C@@H](c3ccccc3-c3ccc(F)cc3)[C@@H]2CO)nc1C,0.2
CC(C)NC(=O)Nc1cccc2c1O[C@H](CN(C)C(=O)Nc1ccc3c(c1)OCO3)[C@@H](C)CN([C@H](C)CO)C2=O,-0.6
C[C@@H](O)C#Cc1cnc2c(c1)C(=O)N([C@@H](C)CO)C[C@H](C)[C@@H](CN(C)C(=O)CC1CC1)O2,0.8
CCCN1[C@@H]2Cn3c(ccc(-c4ccc(F)cc4)c3=O)[C@H]1[C@@H](C(=O)OC)[C@@H]2CO,0.8
CCCNC(=O)N1CC2(C1)[C@H](c1ccccc1)[C@@H](CO)N2CC1CCCC1,-0.5
C[C@@H]1CN([C@@H](C)CO)C(=O)c2ccccc2-c2ccccc2CO[C@H]1CN(C)Cc1ccc(C(=O)O)cc1,-1.5
CO[C@H]1CN(C)C(=O)c2cc(NC(=O)C3CCC3)ccc2OC[C@@H](C)N(CC2CCCCC2)C[C@H]1C,0.3
O=C(C[C@H]1CC[C@H](NC(=O)c2ccc3c(c2)OCO3)[C@H](CO)O1)NCc1ccc(F)cc1,-1.3
N#C[C@@H]1[C@@H](c2ccc(-c3cccc(F)c3)cc2)[C@H](CO)N1S(=O)(=O)c1cccc(F)c1,-0.3

# Reformatted as labelled records: 2 of the compounds above
O=C(C[C@@H]1CC[C@@H]2[C@H](COC[C@@H](O)CN2C(=O)c2ccncc2)O1)NC1Cc2ccccc2C1
- TcdB GH inh: 0.6

COC(=O)[C@@H]1[C@@H](CO)[C@@H]2Cn3c(cccc3=O)[C@@H]2N1C(=O)C1CCCCC1
- TcdB GH inh: -0.2

# (list continues)
SMILES,TcdB GH inh
CO[C@H]1CN(C)C(=O)c2ccc(NC(C)=O)cc2OC[C@@H](C)N(C(=O)c2ccccc2)C[C@H]1C,-0.2
COc1ccc(C#Cc2ccc3c(c2)[C@H]2[C@H](CCN2S(=O)(=O)c2ccc(OC)cc2)[C@H](CO)N3C)cc1,1.2
O=C(Nc1ccc(-c2ccccc2)cc1)[C@H]1[C@H](CO)[C@H]2Cn3c(cccc3=O)[C@@H]1N2Cc1ccccc1,0.1
COCC(=O)Nc1ccc2c(c1)C(=O)N(C)[C@@H]1CC[C@@H](CC(=O)NCC3CCCCC3)O[C@H]1CO2,0.7
C[C@H]1CN([C@@H](C)CO)C(=O)CCCn2nncc2CO[C@@H]1CN(C)S(=O)(=O)c1ccc(Cl)cc1,-6.6
CCCNC(=O)N[C@H]1C=C[C@H](CC(=O)NC2CCC2)O[C@@H]1CO,0.4
CN(C)CC(=O)N[C@H]1C=C[C@H](CC(=O)NCCN2CCCCC2)O[C@@H]1CO,-1.6
C[C@H](O)C#Cc1ccc([C@H]2[C@@H](CO)N3CCCCN(C(=O)c4ccncc4)C[C@H]23)cc1,-1.1
CO[C@H]1CN(C)C(=O)c2ccc(NS(=O)(=O)c3cccc(C)c3)cc2OC[C@@H](C)NC[C@H]1C,1.2
CNC(=O)C[C@@H]1CC[C@H]2[C@H](COc3ccc(NS(=O)(=O)c4ccccc4C)cc3C(=O)N2C)O1,11.5*
CO[C@H]1CN(C)C(=O)c2ccc(NS(=O)(=O)c3cn(C)cn3)cc2OC[C@H](C)N(CC2CC2)C[C@H]1C,0.1
C[C@H]1CN([C@@H](C)CO)C(=O)c2cc(NS(=O)(=O)c3ccccc3)ccc2O[C@@H]1CN(C)S(C)(=O)=O,0.0
C[C@H](CO)N1C[C@H](C)[C@H](CN(C)S(=O)(=O)c2ccc(Cl)cc2)Oc2c(NS(C)(=O)=O)cccc2C1=O,0.5
CN(C)C(=O)c1cccc(-c2ccc3c(c2)[C@H]2[C@H](CCN2C(=O)C2CCC2)[C@@H](CO)N3)c1,-2.6
COc1ccc(NC(=O)Nc2ccc3c(c2)CC(=O)N([C@H](C)CO)C[C@@H](C)[C@H](CN(C)S(=O)(=O)c2c(C)noc2C)O3)cc1,0.3
C[C@H](CO)N1C[C@H](C)[C@@H](CN(C)Cc2ccncc2)Oc2ncc(C#CC3CC3)cc2C1=O,1.7
C[C@@H]1CCCCO[C@@H](CN(C)C(=O)Nc2ccc(F)cc2)[C@@H](C)CN([C@@H](C)CO)C(=O)c2cc(NC(=O)Nc3ccccc3)ccc2O1,1.0
CNC[C@H]1OCCCC[C@@H](C)Oc2ccc(NC(=O)Nc3ccc(F)cc3)cc2C(=O)N([C@@H](C)CO)C[C@H]1C,0.2
C[C@H](CO)N1C[C@H](C)[C@@H](CN(C)CC2CC2)Oc2c(NS(=O)(=O)c3cccs3)cccc2C1=O,0.4
CCS(=O)(=O)Nc1ccc2c(c1)C(=O)N(C)C[C@H](OC)[C@@H](C)CN(C(=O)C1CC1)[C@H](C)CO2,0.2
CCCC(=O)Nc1ccc2c(c1)OC[C@@H](C)N(C(=O)c1cnccn1)C[C@H](C)[C@H](OC)CN(C)C2=O,0.3
CCNC(=O)C[C@@H]1CC[C@@H]2[C@@H](COc3ccc(NC(=O)Nc4ccccc4Cl)cc3C(=O)N2C)O1,0.7
Cc1noc(C)c1NC(=O)Nc1cccc2c1O[C@@H](CN(C)S(=O)(=O)c1ccc(Cl)cc1)[C@H](C)CN([C@@H](C)CO)C2=O,-1.9
Cc1noc(C)c1NC(=O)Nc1ccc2c(c1)C(=O)N([C@@H](C)CO)C[C@H](C)[C@@H](CN(C)Cc1ccc(C(F)(F)F)cc1)O2,-0.1
COCC(=O)Nc1ccc2c(c1)OC[C@@H](C)N(C(=O)COC)C[C@@H](C)[C@H](OC)CN(C)C2=O,0.2
COc1ccc2c3c([nH]c2c1)[C@H](CO)N(S(=O)(=O)c1cn(C)cn1)CC31CCN(CC2CCCCC2)CC1,0.0
CC(=O)N1[C@@H](CO)[C@@H]2c3ccccc3N(C(=O)c3ccccc3)C[C@@H]21,-0.9
COc1ccc(C#Cc2ccc([C@H]3[C@@H](CO)N4C(=O)CN(C(=O)C5CCOCC5)C[C@@H]34)cc2)cc1,0.8
C[C@@H]1CN([C@H](C)CO)C(=O)Cc2cc(NC(=O)CCN3CCOCC3)ccc2O[C@@H]1CN(C)C(=O)Nc1cccc2ccccc12,0.9
O=C(C[C@@H]1CC[C@@H]2[C@H](COC[C@H](O)CN2C(=O)c2ccc(F)cc2)O1)N1CCOCC1,-0.2

# 7 compounds drawn at random from the list so far, as already listed:
SMILES,TcdB GH inh
O=C(C[C@@H]1CC[C@@H]2[C@H](COC[C@H](O)CN2C(=O)c2ccc(F)cc2)O1)N1CCOCC1,-0.2
CCCC(=O)Nc1ccc2c(c1)OC[C@@H](C)N(C(=O)c1cnccn1)C[C@H](C)[C@H](OC)CN(C)C2=O,0.3
CCS(=O)(=O)Nc1ccc2c(c1)C(=O)N(C)C[C@H](OC)[C@@H](C)CN(C(=O)C1CC1)[C@H](C)CO2,0.2
C[C@@H]1CN([C@H](C)CO)C(=O)Cc2cc(NC(=O)CCN3CCOCC3)ccc2O[C@@H]1CN(C)C(=O)Nc1cccc2ccccc12,0.9
Cc1noc(C)c1NC(=O)Nc1cccc2c1O[C@@H](CN(C)S(=O)(=O)c1ccc(Cl)cc1)[C@H](C)CN([C@@H](C)CO)C2=O,-1.9
CNC[C@H]1OCCCC[C@@H](C)Oc2ccc(NC(=O)Nc3ccc(F)cc3)cc2C(=O)N([C@@H](C)CO)C[C@H]1C,0.2
C[C@H](CO)N1C[C@H](C)[C@@H](CN(C)CC2CC2)Oc2c(NS(=O)(=O)c3cccs3)cccc2C1=O,0.4

# The list continues:
SMILES,TcdB GH inh
C[C@H]1CN([C@@H](C)CO)C(=O)c2cc(C3=CCCCC3)cnc2O[C@@H]1CN(C)C(=O)c1ccccn1,-1.2
COc1ccc(S(=O)(=O)N(C)C[C@H]2OCCCC[C@H](C)Oc3ccc(NC(=O)Nc4c(C)noc4C)cc3C(=O)N([C@@H](C)CO)C[C@@H]2C)cc1,-0.6
Cn1cnc(CCNC(=O)C[C@H]2CC[C@H]3[C@@H](COC[C@H](O)CN3C(=O)Nc3ccc(F)cc3)O2)c1,-0.2
C[C@@H]1CN([C@H](C)CO)C(=O)Cc2cc(NC(=O)Cc3ccccc3)ccc2O[C@H]1CN(C)C(=O)Nc1cccc2ccccc12,-0.3
CO[C@H]1CN(C)C(=O)c2cc(NC(=O)C3CCC3)ccc2OC[C@H](C)N(Cc2nccs2)C[C@@H]1C,1.7
N#C[C@H]1[C@H](c2ccc(-c3cccc(F)c3)cc2)[C@H](CO)N1C(=O)c1cccnc1,0.1
O=C(C1CCOCC1)N1CC(=O)N2[C@H](CO)[C@H](c3ccc(C#CC4CCCC4)cc3)[C@@H]2C1,0.9
C[C@H](CO)N1C[C@H](C)[C@@H](CN(C)C(=O)Nc2ccc(C(F)(F)F)cc2)Oc2ccc(NC(=O)C3CCCCC3)cc2CC1=O,0.2
CO[C@H]1CN(C)C(=O)c2cc(NS(=O)(=O)c3cn(C)cn3)ccc2OC[C@@H](C)NC[C@@H]1C,0.5
C[C@@H]1CCCCO[C@H](CN(C)Cc2ccc(C(F)(F)F)cc2)[C@H](C)CN([C@H](C)CO)C(=O)c2cc(NC(=O)c3ccccc3)ccc2O1,1.5
C[C@@H]1CN([C@@H](C)CO)C(=O)c2cccc(NC(=O)C3CC3)c2O[C@@H]1CN(C)Cc1ccc(C(=O)O)cc1,0.2
O=C(CN1CCOCC1)N[C@H]1CC[C@H](CCNC(=O)C2CCC2)O[C@H]1CO,-0.6
COc1ccc(NC(=O)Nc2ccc3c(c2)CC(=O)N([C@H](C)CO)C[C@@H](C)[C@@H](CN(C)S(=O)(=O)c2cn(C)cn2)O3)cc1,-0.1
C[C@H](CO)N1C[C@H](C)[C@@H](CN(C)C(=O)C2CCCCC2)OCCCC[C@H](C)Oc2ccc(NC(=O)CCC(F)(F)F)cc2C1=O,0.3
O=C(NCC1CC1)[C@H]1[C@H](CO)[C@H]2Cn3c(ccc(C4=CCCC4)c3=O)[C@@H]1N2CCC(F)(F)F,-0.3
C[C@@H]1CN([C@@H](C)CO)S(=O)(=O)c2ccc(C3=CCCC3)cc2O[C@H]1CN(C)C(=O)c1cccnc1,0.6
COc1ccc(S(=O)(=O)Nc2ccc3c(c2)C(=O)N([C@H](C)CO)C[C@@H](C)[C@@H](CN(C)S(=O)(=O)c2ccccc2)O3)cc1,-0.3
Cc1ccc(S(=O)(=O)N[C@@H]2CC[C@H](CC(=O)NCc3ccccc3F)O[C@H]2CO)cc1,-0.2
C[C@@H]1CN([C@@H](C)CO)C(=O)c2cc(NC(=O)NC3CCCCC3)ccc2O[C@@H](C)CCCCO[C@H]1CN(C)Cc1ccc(C(F)(F)F)cc1,0.4
O=C(C[C@H]1CC[C@H](NC(=O)C2CC2)[C@@H](CO)O1)Nc1nccs1,-1.0
COc1ccc(NC(=O)Nc2ccc3c(c2)C(=O)N([C@H](C)CO)C[C@H](C)[C@H](CN(C)C(=O)CCCN(C)C)OCCCC[C@@H](C)O3)cc1,1.7
C[C@H]1CN([C@@H](C)CO)C(=O)c2cccc(NC(=O)Nc3ccc(F)cc3)c2O[C@H]1CN(C)C,-0.4
